Bioassay records (PubChem)
STAT3 act: IL-6 driven STAT3 reporter potentiators, primary screen, U3A cells, luciferase, luminescence, MLSCN library. IL-6 STAT3-luciferase reporter; 100% = signal with IL-6 EC80 alone. activation (% of control), % at 5.6 µM. hit rate 0.91% among 190,000. AID 871, 2007;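 active means activation above the screen-wide mean of compound activation plus 3 SD, cut at about 130% in these data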;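 further: 0% = background luminescence of wells with medium and substrate only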
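Assay system – human STAT1-deficient U3A cells with stable STAT3-luciferase reporter · Also added – IL-6 (33 ng/mL) · Schedule – compound 1 h, then IL-6 6 h at 37 °C · Technique – reporter luminescence signal · Evaluation – % activation versus median of IL-6-stimulated wells · Benchmarks – IL-6-only wells as 100% reference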
STAT3 blocker: IL-6 driven STAT3 reporter inhibitors, primary screen, U3A cells, luciferase, luminescence, MLSCN library; IL-6 STAT3-luciferase reporter; host cell line lacks STAT1; inhibition, % at 5.5 µM; hit rate 0.89% among 190,000; AID 862, 2007;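 active means inhibition above the mean inhibition across all screened compounds plus 3 SD, cut at about 44% in these data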;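 further: 0% = DMSO only wells and 100% = 100 µM nifuroxazide control wells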
STAT1 activator: STAT1 signaling activators, primary screen, cell-based, HTS, luciferase reporter | hit rate 2.6% among 200,000 | activation (% of control), % at 5.5 µM | NIH 3T3 STAT1-luciferase reporter, IFN-gamma, luminescence; 100% = IFN-gamma alone, no compound | AID 932, 2007;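 active means activation above the screen-wide mean activation plus 3 SD, cut at about 130% in these data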;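 further: raw ratio to IFN-gamma control signal so 100% means no change and 0% no light; values of inactives mirror those of a sister screen read the other way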
FLuc stim CS: FLuc activators, initial screening, artefact control for FLuc-dependent activation tests, biochemical, ATPlite luminescence | Luciferin 4-monooxygenase (Photinus pyralis), P08659 | ATPlite luciferase biochemical, 10 min; 0 = ATP-free wells, 1 = DMSO control | activation factor at 10 µM | 200,000 tested, under 10 active;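 active means luciferase activation factor, scaled between plate controls, of at least 2 with compound at 10 µM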
Target sequence (P08659 whole entry, looked up): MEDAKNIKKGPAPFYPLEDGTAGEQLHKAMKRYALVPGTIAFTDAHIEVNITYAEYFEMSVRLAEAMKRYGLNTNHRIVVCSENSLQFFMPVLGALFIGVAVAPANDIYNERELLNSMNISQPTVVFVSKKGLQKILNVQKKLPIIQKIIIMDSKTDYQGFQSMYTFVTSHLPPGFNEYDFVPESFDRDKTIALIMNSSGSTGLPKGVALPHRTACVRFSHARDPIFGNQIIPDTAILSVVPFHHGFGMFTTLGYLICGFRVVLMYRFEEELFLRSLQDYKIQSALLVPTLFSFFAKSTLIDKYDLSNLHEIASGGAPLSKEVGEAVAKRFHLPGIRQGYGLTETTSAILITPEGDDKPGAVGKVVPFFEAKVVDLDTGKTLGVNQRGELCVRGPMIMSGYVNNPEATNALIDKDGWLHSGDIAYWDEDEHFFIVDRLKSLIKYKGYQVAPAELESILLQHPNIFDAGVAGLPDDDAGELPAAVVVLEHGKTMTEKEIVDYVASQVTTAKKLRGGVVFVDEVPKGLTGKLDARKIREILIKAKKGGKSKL
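assay system = Luciferase/luciferin detection reagent, cell-free biochemical luciferase assay | also added = ATP substrate | times = 10 min post-reagent at room temperature | measured by = luminescence from luciferase reaction | measure = luciferase activation, seen as luminescence increase over controls | benchmarks = low control with PBS replacing ATP, high control enzyme plus ATP without compound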
NF-kB expr up: activators of NF-kB expression in neurons, primary screen, cell-based, HTS | hit rate 1.6% among 190,000 | fold change at 12.5 µM | human neuronal cells, NF-kB reporter expression; active compounds read high; in the data active means fold change above about 3.3
STAT1 inh: STAT1 signaling inhibitors, primary screen, cell-based, HTS, luciferase reporter; NIH 3T3 STAT1-luciferase reporter, IFN-gamma, luminescence; inhibition, % at 5.5 µM; hit rate 0.35% among 200,000; AID 920, 2007;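 active means inhibition above a set limit, the mean inhibition across all tested compounds plus 3 SD, cut at about 34% in these data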;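 further: 0% = IFN-gamma with DMSO and 100% = IFN-gamma with 300 µM nifuroxazide; values of inactives mirror those of a sister screen read the other way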
APP 5UTR inh: inhibitors of APP translation via 5'UTR reporter, primary screen, APP 5'UTR luciferase, SH-SY5Y cells. AID 1285, 2008. inhibition, % at 2 µM. hit rate 0.82% among 190,000. SH-SY5Y APP 5'UTR-luciferase reporter, luminescence;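 active means inhibition above a set limit, derived from the sample mean plus 3 SD, cut at about 45% in these data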; further: values of inactives mirror those of a sister screen read the other way
FLuc inhib CS: firefly luciferase enzyme inhibitors, primary screen, artefact control for luciferase-based inhibitor screens, biochemical, luminescence, ATPLite; Luciferin 4-monooxygenase (Photinus pyralis), P08659; 10 min; inhibition, % at 10 µM; hit rate 1.5% among 200,000; AID 1006, 2008;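 active means inhibition above about 50% when tested at 10 µM, limit read from the data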
APP 5'UTR act: activators of APP 5'UTR luciferase reporter, primary screen, SH-SY5Y cells. SH-SY5Y APP 5'UTR luciferase reporter, luminescence; zero percent = DMSO vehicle wells. activation, % at 2 µM. hit rate 1% among 190,000. AID 1276, 2008;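 active means activation above a set limit, based on mean plus 3 SD of controls, cut at about 140% in these data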; further: values of inactives mirror those of a sister screen read the other way
ROMK mod: ROMK potassium channel modulators, primary screen, cell-based, thallium flux, MLSMR library; B-score at 10 µM; ATP-sensitive inward rectifier potassium channel 1 (Homo sapiens), P48048; hit rate 2% among 130,000; Tet-inducible ROMK, thallium flux fluorescence; actives lie on both sides;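 active means signal ratio slope over the read window, or its plate-corrected B-score, at least 3 SD from the plate mean, either direction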;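 further: B-score of the F/F0 ratio slope over 7 to 12 s after thallium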
Target sequence (P48048 whole entry, looked up): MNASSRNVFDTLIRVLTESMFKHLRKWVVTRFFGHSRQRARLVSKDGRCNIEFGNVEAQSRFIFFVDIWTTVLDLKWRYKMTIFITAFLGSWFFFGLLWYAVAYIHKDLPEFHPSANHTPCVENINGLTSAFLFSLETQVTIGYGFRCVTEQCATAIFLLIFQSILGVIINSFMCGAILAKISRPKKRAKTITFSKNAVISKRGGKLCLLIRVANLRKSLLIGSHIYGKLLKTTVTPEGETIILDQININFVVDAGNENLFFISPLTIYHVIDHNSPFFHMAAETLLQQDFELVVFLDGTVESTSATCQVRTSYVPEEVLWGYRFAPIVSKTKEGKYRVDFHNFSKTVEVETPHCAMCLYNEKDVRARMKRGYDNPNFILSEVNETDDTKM
* = called active by the depositor.

What do the screens show for `c1ccc(-c2nc(N3CCN(c4ccccc4)CC3)nc(-n3ccnc3)n2)cc1`?
STAT3 act: 82; STAT3 blocker: 22; STAT1 activator: 102; FLuc stim CS: 1; NF-kB expr up: 0.71; STAT1 inh: -2; APP 5UTR inh: 2; FLuc inhib CS: -2; APP 5'UTR act: -2; ROMK mod: -1.2

How did O=C(Cc1ccc(Br)cc1)NCCc1ccc(Cl)cc1Cl do in these assays?
STAT3 act: 104; STAT3 blocker: -2; STAT1 activator: 117; FLuc stim CS: 1.1; NF-kB expr up: 0.99; STAT1 inh: -19; APP 5UTR inh: -13; FLuc inhib CS: -7; APP 5'UTR act: 13; ROMK mod: -0.68

Results for CCOc1ccccc1N1CCN(C(=O)c2ccc3[nH]c4c(c3c2)CCCC4)CC1 ?
STAT3 act: 101; STAT3 blocker: 1; STAT1 activator: 100; FLuc stim CS: 1; NF-kB expr up: 1.4; STAT1 inh: 0; APP 5UTR inh: -12; FLuc inhib CS: -4; APP 5'UTR act: 12; ROMK mod: -0.34

How did Cc1ccc2[nH]c(=O)c(CN(CC3CCCO3)C(=S)Nc3ccccc3)cc2c1 (configuration not stated) do in these assays?
STAT3 act: 93; STAT3 blocker: 16; STAT1 activator: 101; FLuc stim CS: 1; NF-kB expr up: 0.56; STAT1 inh: -1; APP 5UTR inh: 9; FLuc inhib CS: 0; APP 5'UTR act: -9; ROMK mod: -0.05

What do the screens show for `CC(C)(C)[C@H]1C=C(C(=O)N2CCOCC2)O[C@@H](OCc2ccc(CO)cc2)C1`?
STAT1 activator: 97; FLuc stim CS: 1.1; NF-kB expr up: 1.1; STAT1 inh: 5; APP 5UTR inh: -13; FLuc inhib CS: -10; APP 5'UTR act: 13

How did COc1ccccc1-c1nnc(SCC(=O)Nc2ccccc2)o1 do in these assays?
STAT3 act: 91; STAT3 blocker: 13; STAT1 activator: 94; FLuc stim CS: 0.9; NF-kB expr up: 1.6; STAT1 inh: 7; APP 5UTR inh: -24; FLuc inhib CS: 9; APP 5'UTR act: 24

How did O=C(Nc1cc(S(=O)(=O)Nc2ccc(Cl)cc2)ccc1N1CCCCC1)c1ccc(F)cc1Cl do in these assays?
STAT3 act: 110; STAT3 blocker: -14; STAT1 activator: 102; FLuc stim CS: 1.1; NF-kB expr up: 1.6; STAT1 inh: -2; APP 5UTR inh: 11; FLuc inhib CS: -12; APP 5'UTR act: -11; ROMK mod: 0.7

How did C=CCN(CC=C)C(=O)c1ccncc1 do in these assays?
STAT3 act: 100; STAT3 blocker: 4; STAT1 activator: 102; FLuc stim CS: 1; NF-kB expr up: 0.96; STAT1 inh: -2; APP 5UTR inh: 3; FLuc inhib CS: 2; APP 5'UTR act: -3

What do the screens show for `CC(C)c1ccc(NC(=O)COc2ccc(S(=O)(=O)N3CCOCC3)cc2)cc1`?
STAT3 act: 100; STAT3 blocker: 0; STAT1 activator: 101; FLuc stim CS: 1.1; NF-kB expr up: 1.3; STAT1 inh: -1; APP 5UTR inh: 5; FLuc inhib CS: -9; APP 5'UTR act: -5; ROMK mod: -0.63

Results for CC(O)Cc1cn([C@@H](CCCCNC(=O)OC(C)(C)C)C(=O)N2CCN(C(=O)OC(C)(C)C)CC2)nn1 (some centres not stated) ?
STAT1 activator: 99; FLuc stim CS: 1.1; NF-kB expr up: 1.2; STAT1 inh: 2; APP 5UTR inh: -6; FLuc inhib CS: -7; APP 5'UTR act: 6

What do the screens show for `COC(=O)NCC(c1cccnc1)N1CCN(c2ccccc2F)CC1` (configuration not stated)?
STAT3 act: 98; STAT3 blocker: 3; STAT1 activator: 106; FLuc stim CS: 1; NF-kB expr up: 1; STAT1 inh: -5; APP 5UTR inh: 4; FLuc inhib CS: -2; APP 5'UTR act: -4

What do the screens show for `Cc1sc2nc3c(C(=O)N4CCN(c5ccccn5)CC4)cccn3c(=O)c2c1C`?
STAT3 act: 104; STAT3 blocker: 0; STAT1 activator: 101; FLuc stim CS: 1; NF-kB expr up: 1.1; STAT1 inh: -1; APP 5UTR inh: 3; FLuc inhib CS: -3; APP 5'UTR act: -3

What do the screens show for `CN(C)c1ccc(N=Nc2ccccc2C(=O)OCC(=O)N2CCCCCC2)cc1`?
STAT3 act: 106; STAT3 blocker: -3; STAT1 activator: 93; FLuc stim CS: 0.3; NF-kB expr up: 0.77; STAT1 inh: 7; APP 5UTR inh: -18; FLuc inhib CS: 72*; APP 5'UTR act: 18; ROMK mod: 0.31

Results for COc1cc(NC(=O)c2cccc([N+](=O)[O-])c2)ccc1NC(=O)c1ccco1 ?
STAT3 act: 79; STAT3 blocker: 29; STAT1 activator: 97; FLuc stim CS: 1; STAT1 inh: 2; APP 5UTR inh: -2; FLuc inhib CS: 1; APP 5'UTR act: 2; ROMK mod: 0.87

How did COc1ccc(CN(C(=O)c2ccc(CN3CCOCC3)o2)C(C(=O)NCC2CCCO2)c2ccc(F)cc2)cc1 (configuration not stated) do in these assays?
STAT3 act: 95; STAT3 blocker: 8; STAT1 activator: 102; FLuc stim CS: 1; NF-kB expr up: 0.97; STAT1 inh: -4; APP 5UTR inh: -4; FLuc inhib CS: -3; APP 5'UTR act: 4; ROMK mod: -0.022

How did CCC(C(=O)O)N1C(=O)/C(=C/c2cccn2C)SC1=S (configuration not stated) do in these assays?
STAT3 act: 92; STAT3 blocker: 7; STAT1 activator: 107; FLuc stim CS: 1; NF-kB expr up: 1.1; STAT1 inh: -8; APP 5UTR inh: -8; FLuc inhib CS: -1; APP 5'UTR act: 8; ROMK mod: -1.8

What do the screens show for `COc1ccc(CN2C(=O)c3ccccc3C2=O)cc1C(=O)OC(C)C(=O)NC(N)=O` (configuration not stated)?
STAT3 act: 109; STAT3 blocker: -7; STAT1 activator: 102; FLuc stim CS: 1; NF-kB expr up: 0.82; STAT1 inh: -2; APP 5UTR inh: 7; FLuc inhib CS: 0; APP 5'UTR act: -7; ROMK mod: -0.42

What do the screens show for `O=C(Nc1ccc2c(c1)OCCO2)c1oc2ccccc2c1NC(=O)C1CC1`?
STAT3 act: 88; STAT3 blocker: 15; STAT1 activator: 111; FLuc stim CS: 1; NF-kB expr up: 1.2; STAT1 inh: -11; APP 5UTR inh: 6; FLuc inhib CS: 2; APP 5'UTR act: -6; ROMK mod: -0.64

Results for Cc1ccc(N/C(N)=N/c2nc(C(F)(F)F)cc(C(F)(F)F)n2)cc1 ?
STAT3 act: 98; STAT3 blocker: 13; STAT1 activator: 110; FLuc stim CS: 1; NF-kB expr up: 1.1; STAT1 inh: -13; APP 5UTR inh: -1; FLuc inhib CS: 1; APP 5'UTR act: 1; ROMK mod: 0.7

How did Cc1ccc(C2CCN(C(=O)Nc3ccccc3)C2)cc1 (configuration not stated) do in these assays?
STAT3 act: 98; STAT3 blocker: 6; STAT1 activator: 125; FLuc stim CS: 0.7; NF-kB expr up: 2.5; STAT1 inh: -28; APP 5UTR inh: -66; FLuc inhib CS: 34; APP 5'UTR act: 66

How did CCN(CC)C(=O)C1CCCN(c2ccc([N+](=O)[O-])cc2/C=N/NC(=O)c2cccc(Br)c2)C1 (configuration not stated) do in these assays?
STAT3 act: 105; STAT3 blocker: 5; STAT1 activator: 94; FLuc stim CS: 1; NF-kB expr up: 0.43; STAT1 inh: 6; APP 5UTR inh: -1; FLuc inhib CS: -2; APP 5'UTR act: 1

What do the screens show for `OCCSc1nc(-c2ccccc2)nc2c1CCC2`?
STAT3 act: 87; STAT3 blocker: 16; STAT1 activator: 104; FLuc stim CS: 1; NF-kB expr up: 1.3; STAT1 inh: -5; APP 5UTR inh: 4; FLuc inhib CS: -3; APP 5'UTR act: -4; ROMK mod: -2

How did O=C(COC(=O)C1CCCCC1)Nc1ccc(S(=O)(=O)N2CCOCC2)cc1 do in these assays?
STAT3 act: 106; STAT3 blocker: -2; STAT1 activator: 101; FLuc stim CS: 1; NF-kB expr up: 1.2; STAT1 inh: 1; APP 5UTR inh: 2; FLuc inhib CS: -1; APP 5'UTR act: -2; ROMK mod: -0.61

Results for O=C(COc1ccc(S(=O)(=O)NC2CCCCC2)cc1Cl)NCc1ccc2c(c1)OCO2 ?
STAT3 act: 96; STAT3 blocker: 5; STAT1 activator: 104; FLuc stim CS: 1.1; NF-kB expr up: 0.9; STAT1 inh: -4; APP 5UTR inh: 6; FLuc inhib CS: -6; APP 5'UTR act: -6; ROMK mod: -0.51

Results for N#CCSc1nnc(CNc2ccc(F)cc2)o1 ?
STAT3 act: 101; STAT3 blocker: 1; STAT1 activator: 103; FLuc stim CS: 1; NF-kB expr up: 1.3; STAT1 inh: -1; APP 5UTR inh: -3; FLuc inhib CS: -2; APP 5'UTR act: 3; ROMK mod: 0.47

What do the screens show for `COC(CNC(=O)c1cc(C)nn1-c1ccccc1)OC`?
STAT3 act: 107; STAT3 blocker: -5; STAT1 activator: 102; FLuc stim CS: 1; NF-kB expr up: 1.2; STAT1 inh: -2; APP 5UTR inh: 15; FLuc inhib CS: -4; APP 5'UTR act: -15

What do the screens show for `Cc1cc(C)nc(N2CCC(C(=O)NC3CCCCCC3)CC2)n1`?
STAT3 act: 99; STAT3 blocker: 6; STAT1 activator: 104; STAT1 inh: -5; APP 5UTR inh: 6; APP 5'UTR act: -7

What do the screens show for `COc1ccc(NC(=O)CN(C)C(C)C(=O)N2CCCCC2)cc1` (configuration not stated)?
STAT3 act: 101; STAT3 blocker: -1; STAT1 activator: 100; FLuc stim CS: 1; NF-kB expr up: 1; STAT1 inh: 0; APP 5UTR inh: -2; FLuc inhib CS: -4; APP 5'UTR act: 2; ROMK mod: 0.31

Results for CCc1ccc(-c2nc(CN3CCC(C(=O)N4CCN(c5ccccc5)CC4)CC3)c(C)o2)cc1 ?
STAT3 act: 83; STAT3 blocker: 29; STAT1 activator: 96; FLuc stim CS: 1.1; NF-kB expr up: 0.6; STAT1 inh: 4; APP 5UTR inh: -2; FLuc inhib CS: -7; APP 5'UTR act: 2

Molecules from the list above containing a tert-butyl group:
What do the screens show for `CC(C)(C)[C@H]1C=C(C(=O)N2CCOCC2)O[C@@H](OCc2ccc(CO)cc2)C1`?
STAT1 activator: 97; FLuc stim CS: 1.1; NF-kB expr up: 1.1; STAT1 inh: 5; APP 5UTR inh: -13; FLuc inhib CS: -10; APP 5'UTR act: 13

Results for CC(O)Cc1cn([C@@H](CCCCNC(=O)OC(C)(C)C)C(=O)N2CCN(C(=O)OC(C)(C)C)CC2)nn1 (some centres not stated) ?
STAT1 activator: 99; FLuc stim CS: 1.1; NF-kB expr up: 1.2; STAT1 inh: 2; APP 5UTR inh: -6; FLuc inhib CS: -7; APP 5'UTR act: 6
